From PubChem
mcGAS lum: blocks mouse cGAS activity | recombinant cGAS, Kinase-Glo ATP depletion luminescence | AID 1259399 | inhibition, % at 12.5 µM | actives 0.15% (n = 160,000);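 further: 0% = negative control wells and 100% = reference inhibitor with no enzyme activity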
NPYLR7 ag: mosquito NPYLR7 agonism | activation, % at 10 µM | HEK293T NPYLR7/Galpha15, GCaMP6s calcium fluorescence | actives 0.15% (n = 270,000); in the data active means activation above about 40%;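 further: 0% = vehicle and 100% = reference agonist at the receptor; some compounds past the cut are filed as inactive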
hcGAS lum: inhibitors of human cGAS; Q8N884; recombinant h-cGAS, ATP depletion, Kinase-Glo luminescence; inhibition, % at 12.5 µM; actives 0.081% (n = 290,000);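 further: 0% = vehicle reaction and 100% = reaction without DNA for no activity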
Target sequence (Q8N884 whole entry, looked up): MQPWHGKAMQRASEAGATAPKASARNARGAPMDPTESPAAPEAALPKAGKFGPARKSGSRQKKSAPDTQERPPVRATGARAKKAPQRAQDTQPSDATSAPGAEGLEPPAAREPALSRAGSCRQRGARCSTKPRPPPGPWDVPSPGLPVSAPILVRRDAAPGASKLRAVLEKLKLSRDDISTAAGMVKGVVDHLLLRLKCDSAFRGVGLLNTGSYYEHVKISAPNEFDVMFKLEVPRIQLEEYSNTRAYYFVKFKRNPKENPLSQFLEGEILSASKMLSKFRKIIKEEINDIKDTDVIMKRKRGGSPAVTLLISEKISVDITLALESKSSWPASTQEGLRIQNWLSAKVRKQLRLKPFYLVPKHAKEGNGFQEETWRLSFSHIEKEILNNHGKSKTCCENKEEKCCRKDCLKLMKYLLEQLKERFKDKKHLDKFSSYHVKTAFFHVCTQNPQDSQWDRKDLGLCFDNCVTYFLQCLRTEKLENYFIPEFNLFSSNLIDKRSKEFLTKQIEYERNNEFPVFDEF
* = called active by the depositor; nt = no result given. Unless noted, no stated cut-off is given here; in the data, active means inhibition above about 40%; inactive means the rest.

1	N#Cc1ccc(NC(=O)C2CC3CCCC(C2)C3=O)cc1 (stereo unspecified)
2	Cc1cccc(CO[C@]2(C(=O)NCCN3CCCC3)CC(OCc3c(F)cccc3F)[C@H](O)[C@H](O)C2)c1 (stereo partly specified)
3	O=C(Cc1cc(-c2ccc3c(c2)OCO3)on1)NCc1cccs1
4	CN(CC(=O)NCC(C)(C)c1ccccc1F)C(=O)c1cccs1
5	CN(C(=O)c1cccs1)C(Cc1ccccc1)C1CCN(C(=O)c2ccc(-n3cccn3)cc2)CC1 (stereo unspecified)
6	COc1ccc(C2C(C(=O)OCC3CCCO3)=C(C)NC3=C2C(=O)CCC3)cc1O (stereo unspecified)
7	Cc1ccc2c(c1)C(C)(Cc1ccc(OC(F)(F)F)cc1)C(=O)N2 (stereo unspecified)
8	COc1ccc(C2=NN(C(=O)CCC(=O)O)C(c3ccccc3)C2)cc1 (stereo unspecified)
9	CCn1nnc2c(N3CCN(c4ccccc4)CC3)ncnc21
10	CCN(CC)P1(=Nc2ccc([N+](=O)[O-])cc2)C(=C2N(C)c3ccccc3C2(C)C)C=NN1C (stereo unspecified)
Screen / compound no.	1	2	3	4	5	6	7	8	9	10
mcGAS lum	nt	0.7	-8.3	nt	-12.9	-6.3	1.2	-3.5	nt	nt
NPYLR7 ag	0.6	-6.0	11.0	1.5	6.3	0.5	-2.0	3.3	11.4	2.8
hcGAS lum	-16.2	7.0	-5.2	-2.7	-10.5	-4.5	3.4	-4.9	-8.2	-3.8

11	COC(=O)C1(NC(=O)C2CC(=O)N(c3ccc(Br)cc3)C2)CCCCC1 (stereo unspecified)
12	COCc1nc(C)c(CNC(=O)c2oc3ccc(C)cc3c2C)s1
13	CCN1CCN(CCOc2ccccc2-c2[nH]cnc2-c2ccccc2)CC1
14	Cc1ccc2nc(N(CCN(C)C)C(=O)c3cc(Cl)sc3Cl)sc2c1
15	O=C(NCC1CC1)c1nn(-c2ccc(F)cc2)c(=O)n(Cc2ccccc2F)c1=O
16	C[C@@H]1[C@H]2C[C@@H](C[C@H]1NC(=O)CCC(=O)NC1CCCC1)C2(C)C
17	COc1ccc(-c2cccc(NS(=O)(=O)c3ccc(Cl)s3)c2)nn1
18	CCN1CCCC1CNC(=O)c1ccc(-c2n[nH]c3c2COc2ccccc2-3)cc1 (stereo unspecified)
19	CCCCCCn1c(=O)c2c(nc3n2CCN3c2ccc(CC)cc2)n(C)c1=O
20	CCOC(=O)CC(=O)N1CCC(c2nc(-c3ccc(F)c(F)c3)no2)CC1
Screen / compound no.	11	12	13	14	15	16	17	18	19	20
mcGAS lum	-16.4	nt	nt	-7.2	-7.1	nt	0.3	-3.5	-9.2	-7.0
NPYLR7 ag	-1.6	5.4	4.2	-4.3	11.6	-0.1	-0.9	nt	0.6	-0.4
hcGAS lum	-2.0	-2.3	-5.8	-5.5	-7.9	-5.1	1.3	-1.0	-5.9	-6.7

Given with two lines to a compound: part of the list above.
Below each SMILES: mcGAS lum	NPYLR7 ag	hcGAS lum
#3 O=C(Cc1cc(-c2ccc3c(c2)OCO3)on1)NCc1cccs1
    -8.3	11.0	-5.2
#4 CN(CC(=O)NCC(C)(C)c1ccccc1F)C(=O)c1cccs1
    nt	1.5	-2.7

Next section.
21	N#CC1(C#N)OC(C#N)(C#N)C2c3ccccc3OC21 (stereo unspecified)
22	CC(C)c1ccc(NC(=O)N(C)CCN(C)C2CCN(C)CC2)cc1
23	CCOC(=O)CN(C)C(=O)CC(c1ccccc1)c1ccccc1F (stereo unspecified)
24	O=C(c1cccc(-c2cn[nH]c2)c1)N1CCOC(C(F)(F)F)C1 (stereo unspecified)
25	C=c1c([N+](=O)[O-])cccc1=c1[nH]/c(=C/C=C/c2ccccc2)c(=O)o1
26	Cc1ccc(C)c(-n2nc(-c3ccc(F)cc3)cc2C(=O)N2CCN(c3cccc(Cl)c3)CC2)c1
27	Cn1cc(C(=O)N2CCN(CC(N)=O)CC2)c2nn(-c3ccccc3)c(=O)c-2c1
28	COc1ccc(-c2noc(CN(C)C(=O)C34CNCC3CNC4)n2)cc1 (stereo unspecified)
29	COc1cccc(Cn2ccnc2CN(CC2CCCO2)C(=O)c2cccc(OC)c2)c1 (stereo unspecified)
30	Fc1cc(F)c(F)c(OC[Si]23OCCN(CCO2)CCO3)c1F
Screen / compound no.	21	22	23	24	25	26	27	28	29	30
mcGAS lum	nt	-14.5	nt	nt	nt	-2.2	-7.7	-0.9	-0.1	nt
NPYLR7 ag	-5.4	5.1	13.6	-3.3	-1.4	2.5	-4.1	-10.9	-1.6	0.3
hcGAS lum	1.8	-5.3	-3.6	-6.9	-1.3	2.0	-7.7	-4.5	3.4	-6.1

31	CCc1nc2ccc(C(=O)NCc3ccc(OC)cc3)cn2c1N(CCN(C)C)CC1CC1
32	Cc1cc(C)cc(-n2c(SCC(=O)NCc3ccccc3Cl)nc3c(c2=O)SCC3)c1
33	N#Cc1cc(F)c(NCc2ccc(F)cc2)c(F)c1
34	CCOC(=O)c1c(NC(=O)c2cccs2)sc(C(=O)Nc2ccc3c(c2)OCO3)c1C
35	Cn1ncc2c(N3CCCCC3)nc(N(CCO)Cc3ccccc3)nc21
36	COc1ccc(S(=O)(=O)N(Cc2csc(COc3cc(Cl)ccc3Cl)n2)C(C)C)cc1
37	CCOC(=O)c1ccc2c(c1)nc(SCc1ccc(SC)cc1)n2Cc1ccccc1
38	CC(C)c1ccc(OCc2n[nH]c(=S)n2NC(=O)c2cnccn2)cc1
39	Cc1ccc(O)c(CN2CCCn3cccc3C2c2ccc(F)cc2)c1 (stereo unspecified)
40	CC(=O)Nc1cc(C(=O)Nc2c(O)cccc2F)ccc1F
Screen / compound no.	31	32	33	34	35	36	37	38	39	40
mcGAS lum	-3.3	-8.1	-2.2	-4.8	-7.8	-6.1	-9.1	-1.2	-5.7	nt
NPYLR7 ag	-2.3	3.1	1.8	16.7	0.6	10.0	12.9	0.7	4.5	5.4
hcGAS lum	-10.1	-5.9	-0.7	-2.5	-6.1	-5.8	-6.0	-1.3	-6.5	-5.0

41	Cc1ccccc1OCC1=NN2C(=N)/C(=C/c3ccc([N+](=O)[O-])o3)C(=O)N=C2S1
42	CCC(C)N(CC(=O)N(Cc1cccn1Cc1ccc(F)cc1)C1CCCCC1)C(=O)c1ccc([N+](=O)[O-])cc1 (stereo unspecified)
43	NC(N)=NCc1ccc2c(c1)OCCO2
44	COc1ccc(C(=O)NCC2CCCN(S(C)(=O)=O)C2)c(OC)n1 (stereo unspecified)
45	Cc1cccc(CSc2ncc(CO)n2CC(=O)NC(C)C)c1
46	C=CCCn1c(C(=O)N2CCN(C(=O)Nc3ccccc3OC)C(C)C2)cc2ccsc21 (stereo unspecified)
47	O=C(Nc1nnc(SCC2CC2)s1)c1ccco1
48	COc1cccc(C(NC(=O)C2CCN(CCCOc3ccccc3)CC2)c2ccccn2)c1 (stereo unspecified)
49	Cc1cc(OCCON2C(=O)CCC2=O)c(C)cc1Cl
50	CCC(NC(=O)c1ccc(C(N)=O)nc1)c1ccc(Cl)cc1 (stereo unspecified)
Screen / compound no.	41	42	43	44	45	46	47	48	49	50
mcGAS lum	nt	-6.3	nt	nt	nt	-5.7	-0.7	-2.6	nt	nt
NPYLR7 ag	-2.3	-4.4	-11.6	0.9	7.6	nt	21.6	12.0	-3.0	-0.6
hcGAS lum	-1.6	-9.7	-3.1	-4.0	-0.8	-3.1	1.3	-4.3	-10.8	3.4

Shown in markdown: seven of the compounds above.
| cpd | molecule | mcGAS lum | NPYLR7 ag | hcGAS lum |
| --- | --- | --- | --- | --- |
| 43 | NC(N)=NCc1ccc2c(c1)OCCO2 | nt | -11.6 | -3.1 |
| 44 | COc1ccc(C(=O)NCC2CCCN(S(C)(=O)=O)C2)c(OC)n1 (stereo unspecified) | nt | 0.9 | -4.0 |
| 45 | Cc1cccc(CSc2ncc(CO)n2CC(=O)NC(C)C)c1 | nt | 7.6 | -0.8 |
| 46 | C=CCCn1c(C(=O)N2CCN(C(=O)Nc3ccccc3OC)C(C)C2)cc2ccsc21 (stereo unspecified) | -5.7 | nt | -3.1 |
| 47 | O=C(Nc1nnc(SCC2CC2)s1)c1ccco1 | -0.7 | 21.6 | 1.3 |
| 48 | COc1cccc(C(NC(=O)C2CCN(CCCOc3ccccc3)CC2)c2ccccn2)c1 (stereo unspecified) | -2.6 | 12.0 | -4.3 |
| 49 | Cc1cc(OCCON2C(=O)CCC2=O)c(C)cc1Cl | nt | -3.0 | -10.8 |

More results:
51	O=C(NCc1cc(F)cc(F)c1)c1sc2ccccc2c1Cl
52	CC1C(=O)N(c2cccc(Br)c2)CCN1C(=O)c1ccc(Cl)c(Cl)c1 (stereo unspecified)
53	CCCCN1C(=O)c2ccc(C(=O)OCc3nc4ccccc4s3)cc2C1=O
54	Cc1ccc(-c2csc3ncnc(N4CCN(C(C(N)=O)c5ccccc5)CC4)c23)cc1 (stereo unspecified)
55	CC1(C)Nc2ccccc2NC1=O
56	Cc1ccn(-c2ccc(Nc3ccc(NC(=O)C4CCCCC4)cc3)nn2)n1
57	CCC(=O)NC(CCSC)C(=O)Nc1ccc(N2CCCC2)c(C)c1 (stereo unspecified)
58	COc1cccc(S(=O)(=O)NC(=O)c2ccccc2OC)c1
59	COc1ccc(CN(C(=O)OC(C)(C)C)C2CCC(C(=O)N3CCOC(COc4ccccc4OC)C3)CC2)cc1C (stereo unspecified)
60	COc1ccccc1N1CC(NC(=O)c2occc2C)CC1=O (stereo unspecified)
Screen / compound no.	51	52	53	54	55	56	57	58	59	60
mcGAS lum	-3.7	nt	nt	nt	nt	-1.6	-15.3	nt	-6.8	nt
NPYLR7 ag	3.7	5.2	2.0	3.9	2.5	-2.7	12.4	7.3	4.5	-3.5
hcGAS lum	-3.8	-1.4	-6.9	-4.2	-8.4	-1.4	-8.7	-13.7	-5.5	-4.0

61	OCCn1nnnc1-c1ccccc1
62	Cc1ccc(C)c(NC(=O)C(C)N2CCN(CC(=O)N3CCCC3)CC2)c1 (stereo unspecified)
63	O=c1ncn2nc(Sc3ccc(F)cc3F)ccc2c1-c1c(Cl)cccc1Cl
64	Cc1nc(CN(C)C(=O)C(C)n2ccnc2C(C)C)cs1 (stereo unspecified)
65	NC(=O)c1c(NC(=O)CSCC(=O)O)sc2c1CCCC2
66	Cc1[nH]c2c(C)ccc(C)c2c1CC(=O)Nc1cnc2n1CCCC2
67	CCc1cccc2c(C(CC(=O)NCCCOC)c3ccc(OC)c(OC)c3)c[nH]c12 (stereo unspecified)
68	COC(=O)C(CNC(=O)C1CCCN(C(=O)N(C)C)C1)CC(C)C (stereo unspecified)
69	CC1=NOC(Cc2ccccc2)C(=O)N1Cc1ccc2c(c1)OCO2 (stereo unspecified)
70	O=C(O)c1c(Cl)cccc1Oc1ccccc1Cl
Screen / compound no.	61	62	63	64	65	66	67	68	69	70
mcGAS lum	nt	-7.6	-9.1	-11.9	nt	-9.5	-5.5	nt	nt	nt
NPYLR7 ag	-5.6	-1.1	10.4	4.1	2.9	nt	nt	-3.6	5.9	5.7
hcGAS lum	-3.6	-4.7	-5.2	-4.0	-3.0	-4.1	-8.2	2.0	-4.1	-3.8

71	COc1cc(C(C)NC(=O)Nc2cccc(Cl)c2)ccc1OCCO (stereo unspecified)
72	CCOC(=O)C1CCCN(C(=O)c2csc(-c3cc4ccccc4[nH]3)n2)C1 (stereo unspecified)
73	Cn1c(=O)n(Cc2ccccc2F)c(=O)c2c1nc1n2CCN1Cc1ccccc1
74	C/C(=C\c1ccccc1)CN1CCCC(n2cc(C(=O)NCCCO)nn2)C1 (stereo unspecified)
75	Cn1c(=O)[nH]c(=O)c2c1nc(N1CCN(Cc3c(F)cccc3Cl)CC1)n2Cc1ccccc1
76	C1=CC[C@H]2CN(c3ncnc4[nH]ccc34)C[C@H]2C1
77	COc1cccc(NC(=O)CN2CN(c3ccccc3)C3(CCN(C(=O)/C=C/c4ccc([N+](=O)[O-])cc4)CC3)C2=O)c1
78	CCC(CNC(=O)CN1C(=O)SC(=Cc2cccs2)C1=O)c1ccccc1 (stereo unspecified)
79	N#CC(Cc1ccc(O)cc1)c1ccc(O)cc1 (stereo unspecified)
80	Cc1ccc(NC(=O)CSc2nc3c(c(=O)n2Cc2ccccc2)SCC3)cc1
81	CCOc1ccc2nc(CN3CCN(CC=C(C)C)C(CCO)C3)ccc2c1 (stereo unspecified)
82	CCCCS(=O)(=O)N1CCN(c2ccc(-n3nc(C)c(C)c3C)nn2)CC1
Screen / compound no.	71	72	73	74	75	76	77	78	79	80	81	82
mcGAS lum	-16.1	nt	nt	nt	nt	0.5	-5.1	nt	nt	0.2	nt	-8.3
NPYLR7 ag	-1.6	-0.8	27.3	5.2	7.8	-1.6	26.5	16.8	-11.9	-14.6	4.1	-3.8
hcGAS lum	-11.1	-5.4	0.2	1.2	-5.7	-5.3	-5.5	-15.4	-2.3	0.2	6.4	-3.0
